# ARNT TACC3 PPI = disrupts binding between human ARNT and TACC3; Q9Y6A5; AlphaScreen His-ARNT PAS-B/GST-TACC3 binding, luminescence; TACC3 fragment carries E629A point mutation; inhibition, % at 9.99 µM; actives 0.66% (n = 390,000);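 active = mean inhibition of replicates at least 50% and at least half of replicates each reaching 50%; inconclusive = half or more replicates reach 50% but mean below 50%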;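 also: 0% = complete ARNT plus TACC3 wells and 100% = ARNT alone without TACC3; many hits fall short of the cut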
# PAX8 inh HTS = PAX8 transcriptional activity inhibition. RMG-I TPO-luciferase reporter, SteadyGlo, 24 h. inhibition, % at 12.6 µM. actives 1.2% (n = 360,000). AID 652154;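 active = mean replicate inhibition at least 60% with every replicate also reaching 60%; inconclusive = only one of the two criteria is met; inactive = mean below 60% and not all replicates reaching 60%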;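 also: luciferase light reporting Pax8 driven TPO promoter activity; plate controls were median of neutral control wells for no effect and mitoxantrone controls for full effect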
# DENV2 CPE rescue = inhibitors of DENV2 cytopathic effect; DENV2-infected cells, cytopathic effect rescue, plate reader; actives 1.7% (n = 350,000); CPE inhibition, % at 9.99 µM; in the data active = CPE inhibition above about 20%, passing the limit was not always enough; inconclusive = no clear call, values can overlap the other calls; tested in BHK-21 cells;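 also: 0% = median of neutral control wells and 100% = median of positive control wells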
# ERp5 inh = inhibitors of human ERp5; inhibition, % at 9.99 µM; actives 0.05% (n = 350,000); ERp5 insulin aggregation, absorbance 650 nm, 90 min; AID 651711;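 active = mean replicate inhibition above about 25%, with every replicate also reaching it, limit read from the data, passing the limit was not always enough; inconclusive = only one of those two criteria met; inactive = neither criterion met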
# Target sequence (Q15084 whole entry, looked up): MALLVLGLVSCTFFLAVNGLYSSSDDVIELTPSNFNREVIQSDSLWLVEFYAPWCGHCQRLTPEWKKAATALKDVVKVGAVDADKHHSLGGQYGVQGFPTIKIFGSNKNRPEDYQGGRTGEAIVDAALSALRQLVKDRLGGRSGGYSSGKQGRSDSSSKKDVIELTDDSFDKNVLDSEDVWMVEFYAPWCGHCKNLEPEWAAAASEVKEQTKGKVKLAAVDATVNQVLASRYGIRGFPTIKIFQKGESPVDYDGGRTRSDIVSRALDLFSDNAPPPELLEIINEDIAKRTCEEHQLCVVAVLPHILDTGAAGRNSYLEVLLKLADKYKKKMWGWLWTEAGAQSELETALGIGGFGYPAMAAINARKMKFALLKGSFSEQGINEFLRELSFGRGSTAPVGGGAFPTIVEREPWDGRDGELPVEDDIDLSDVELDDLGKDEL
# F508del corr = correctors of CFTR F508del function in bronchial epithelial cells; CFBE cells, YFP halide quenching; stimulated with forskolin plus potentiator P3; % fluorescence drop versus neutral controls; activity (quench increase), % at 7.58 µM; actives 0.36% (n = 350,000);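 active = mean added fluorescence quench of at least 8% versus neutral control, with both replicates also reaching 8%; inconclusive = only one of the mean or replicate conditions met; inactive = mean below 8% and not both replicates reaching 8%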;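 also: cells transiently co-express mutant CFTR-F508del with the halide-sensitive YFP; corrector assay measuring rescue of mutant channel to the surface after 24 h compound exposure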
# Xi reactivation = X-chromosome reactivation activator. activation, % at 7.58 µM. actives 0.055% (n = 360,000). XiGFP mouse fibroblasts, % GFP-positive cells imaging, 3 d; cells co-treated with 5-aza-dC sensitizer; scaled so ellipticine positive control = 100%;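 active = mean normalized replicate activation at least 10% and every replicate at or above 10%; inconclusive = only one of the two criteria met; inactive = mean below 10% and not all replicates reach 10%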;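 also: 0% = median of on-plate neutral control wells and 100% = ellipticine 6 µM median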
#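 Material: XiGFP fibroblasts, SV40-immortalized. Buffer or medium: DMEM plus 5-aza-dC sensitizer. Compound: single concentration per compound, delivered by pin transfer. Times: 3 days compound exposure. Controls: ellipticine 6 µM.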
# INS-1E GSIS act = primary screen for activators of insulin secretion dependent on glucose, INS-1E cells, GLuc reporter luminescence; actives 0.61% (n = 370,000); activation, % at 16.6 µM; INS-1E GLuc reporter insulin secretion, 2-3 h;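 active = lowest replicate activation of at least 40%, so every replicate reaches that level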;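 also: 0% = median of neutral control wells and 100% = median of IBMX positive control wells; some compounds called inactive have numbers as strong as hits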
# EWS-Fli inh = EWS/Fli transcriptional activity inhibition; A673 NR0B1-luciferase reporter, viability-normalised; inhibition, % at 12.6 µM; actives 0.67% (n = 350,000);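 active = mean inhibition of at least 50% after viability correction, with every replicate also passing that limit; inconclusive = mean reaches 50% but only one of two replicates passes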;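 also: firefly luciferase signal divided by Alamar Blue viability fluorescence both relative to DMSO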
# Active calls of the source: *; ? = inconclusive; . = no result given; & = joins results of further samples.
SMILES,ARNT TACC3 PPI,PAX8 inh HTS,DENV2 CPE rescue,ERp5 inh,F508del corr,Xi reactivation,INS-1E GSIS act,EWS-Fli inh
O=C(C[C@H]1C=C[C@@H](NC(=O)Nc2cc(F)ccc2F)[C@@H](CO)O1)NCc1ccc2c(c1)OCO2,16,.,3,-3,2.0,0.1,-4,.
C[C@@H]1CN([C@@H](C)CO)C(=O)c2cccc(NC(=O)Nc3ccccc3)c2O[C@H]1CN(C)C(=O)Nc1cccc2ccccc12,6&7,29,6&4,1&0,4.5&0.1,0.5&0.0,-4&-28,5&10
COc1ccc(-c2ccc(CN3C(CC(C)C)C(=O)N(Cc4cn(CCC5OCCO5)nn4)CCS3(=O)=O)cc2)cc1OC (stereo not drawn),.,11,-5,15,-2.2,-0.1,-11,4
CC1CCCCN1C(=O)COC(=O)Cc1c[nH]c2ccccc12 (stereo not drawn),-2,19,0,2,0.2,0.5,.,12
Cc1ccc(C(=O)NCCc2cccc(Cl)c2)cc1[N+](=O)[O-],0,-137,-11,2,.,0.0,.,-59
CN1CCN(C(=O)CCN2C(=O)/C(=C/c3ccccc3Cl)SC2=S)CC1,5,33,2,1,-0.5,0.2,-19,-11
CCc1c(-c2cccc(Cl)c2)ncn1Cc1cccc(-c2ccccc2)c1,.,-8,22*,4,3.1,0.0,-6,3
C[C@@H]1CN([C@@H](C)CO)C(=O)c2cc(NC(=O)CCCN(C)C)ccc2O[C@H]1CN(C)C(=O)NC1CCCCC1,.,7,-3,2,-0.5,0.0,3,.
CC(C)NC(=O)N(C)C[C@H]1Oc2ccc(NC(=O)C3CC3)cc2C(=O)N([C@@H](C)CO)C[C@H]1C,-4,-2,13,-1,-5.7,0.1,-4,5
O=C(O)c1ccc(-c2noc(-c3cccc(F)c3)n2)cc1,-2,-167,-9,4,-0.2,-0.1,1,-71
CN(C)CCn1c(NCc2ccc3c(c2)OCO3)nc2ccccc21,-1,7,-2,-1,1.1,0.0,18,13
COCCNC(=O)c1cc(-c2ccccc2)nn1CC1CC(c2cccnc2)=NO1 (stereo not drawn),-1,-10,.,.,1.3,0.9,12,1
CC[n+]1c(-c2ccc(C)cc2)csc1Nc1c(C)n(C)n(-c2ccccc2)c1=O,18,3,1,3,.,-0.1,-29,6
CC(=O)Nc1ccc(NC(=O)C2CCCN2C(=O)Nc2ccc(F)cc2)cc1 (stereo not drawn),1,-7,11,3,1.1,0.0,10,3
O=C(COC(=O)c1cc([N+](=O)[O-])ccc1N1CCOCC1)NCc1ccccc1,.,18,13,0,1.9,0.2,-5,-10
CCC1(C)NC(=O)N(CC(=O)N2N=C(c3ccccc3)CC2c2ccc(OC)cc2)C1=O (stereo not drawn),-9,17,3,0,-0.7,0.0,-9,11
Cc1ccc(NC(=O)CN(C)C(=O)c2sc3cc(Cl)ccc3c2Cl)cc1,3,-4,-8,-4,0.3,0.1,-13,-1
CCCCCCn1c(CN2CCN(C(=O)c3ccco3)CC2)nc2c1c(=O)n(C)c(=O)n2C,3,15,?,0,4.9,-0.1,-23,8
CCc1nn2c(N(C)CCO)cc(C)nc2c1-c1ccc(F)cc1,0,5,-6,2,1.5,0.3,9,6
COc1ccc(Oc2cccc(Cl)c2CNC(=O)CCCC(=O)O)cc1,.,20,4,5,.,0.0,-4,13
CCC(C(=O)OCC(=O)N1CCN(c2ccc(OC)cc2)CC1)c1ccccc1 (stereo not drawn),-25,-4,-1,-1,-0.9,0.2,-13,-2
O=C(CCNS(=O)(=O)c1ccccc1F)N1CCN(C/C=C/c2ccccc2)CC1,-7,13,-1,0,-0.3,0.2,-18,5
CCC(=O)Nc1ccccc1C(=O)NC1CCCCC1,-13,.,4,2,-2.0,.,12,-5
CC(=O)c1ccc(NC(=O)C2(c3ccccc3)CC2(Cl)Cl)cc1 (stereo not drawn),-8,-21,-4,2,-3.8,-0.1,3,-52
Cc1ccc(S(=O)(=O)Nc2ccc3c(c2)C(=O)N([C@@H](C)CO)C[C@@H](C)[C@@H](CN(C)Cc2ccc(C(=O)O)cc2)O3)cc1,-5,-10,0,.,-2.3,0.0,2,6

# Of the compounds above, these have a COOH group:
SMILES,ARNT TACC3 PPI,PAX8 inh HTS,DENV2 CPE rescue,ERp5 inh,F508del corr,Xi reactivation,INS-1E GSIS act,EWS-Fli inh
O=C(O)c1ccc(-c2noc(-c3cccc(F)c3)n2)cc1,-2,-167,-9,4,-0.2,-0.1,1,-71
COc1ccc(Oc2cccc(Cl)c2CNC(=O)CCCC(=O)O)cc1,.,20,4,5,.,0.0,-4,13
Cc1ccc(S(=O)(=O)Nc2ccc3c(c2)C(=O)N([C@@H](C)CO)C[C@@H](C)[C@@H](CN(C)Cc2ccc(C(=O)O)cc2)O3)cc1,-5,-10,0,.,-2.3,0.0,2,6

# New compounds follow
SMILES,ARNT TACC3 PPI,PAX8 inh HTS,DENV2 CPE rescue,ERp5 inh,F508del corr,Xi reactivation,INS-1E GSIS act,EWS-Fli inh
Nc1ccc2c(C(F)(F)F)cc(C(F)(F)F)nc2n1,14,-5,5,3,0.8,0.0,19,3
O=C(CC1SC(=NCC2CCCO2)NC1=O)Nc1cccc2ccccc12 (stereo not drawn),.,-6,4,1,-7.0,0.1,-3,14
COC(=O)CCN(C(=O)c1ccc(N2CCCC2)c([N+](=O)[O-])c1)c1ccccn1,0,3,?,8,0.2,-0.1,14,-2
CN(C)c1nn(C(=O)Nc2cccc(C(F)(F)F)c2)cc1-c1ccccc1,0,-86,.,-8,.,.,-16,.
CO[C@@H]1CN(C)C(=O)c2ccc(NS(=O)(=O)c3cn(C)cn3)cc2OC[C@@H](C)N(CCC(F)(F)F)C[C@H]1C,-1,-4,2,2,2.1,0.0,26,3
O=C(NN=Cc1ccccc1Cl)c1ccc(-n2cnnn2)cc1,1,-8,-1,-14,-1.0,0.0,-8,-9
Clc1ccc(CNc2cnccn2)cc1,-4,-25,1,1,1.8,0.1,-2,11
C[C@@H]1CN([C@H](C)CO)C(=O)Cc2cc(NC(=O)Nc3ccccc3)ccc2O[C@H]1CN(C)C(=O)Nc1cccc2ccccc12,2,.,14,-4,0.5,-0.9,-5,6
COc1ccc(/C=N/Nc2ccccc2C(=O)O)cc1Cn1cc([N+](=O)[O-])cn1,3,18,-12,-3,1.9,-0.2,6,-34
O=C(Cn1ccc([N+](=O)[O-])n1)NCC1CCCO1 (stereo not drawn),-10,3,27*,1,-4.5,0.1,0,4
COc1cc(OC)c(NC(=O)N2CCOCC2)cc1Cl,-4,1,4,1,1.9,-0.1,-3,-6
CCC(C)[C@H](NC(=O)N1CCn2c1nc1ccccc12)C(=O)NCc1ccc(OC)cc1 (stereo partly drawn),-3,-5,-2,-1,-2.3,0.0,-49,6
CCCCNC(=O)/C(C#N)=c1\s/c(=C\c2ccccc2OC(F)F)c(=O)n1CCCOC,2,31,.,5,-1.5,0.0,0,9
Cc1cc(C)nc(CCNC(=O)CC2C(=O)NCCN2Cc2ccccc2)n1 (stereo not drawn),1,4,5,3,-2.8,0.1,11,.
O=C(CSc1ccccc1)NCC1(N2CCCCC2)CCCCC1,-4,4,-5,3,-2.9,0.1,-17,6
Cc1ccc(C)c(NC(=O)CCN2CCN(c3ccccc3F)CC2)c1,-1,8,3,-1,0.6,0.2,3,-5
CC(C)(C)OC(=O)N1CCC(C(=O)N[C@@H](Cc2ccccc2)C(=O)O)(c2ccccc2)CC1,0,12,.,.,.,0.1,-4,.
CCS(=O)(=O)NCC[C@H]1CC[C@H](NC(=O)Nc2cc(Cl)cc(Cl)c2)[C@@H](CO)O1,0,0,-4,-5,-0.3,0.4,-2,2
C[C@H]1CN([C@@H](C)CO)C(=O)c2cc(-c3ccncc3)cnc2O[C@H]1CN(C)C(=O)C1CC1,.,.,.,.,0.2,-0.7,4,-3
C/C=C/c1ccc([C@H]2[C@@H](CO)N(C(=O)CC)[C@@H]2CNCC2CCCCC2)cc1,.,.,2,-2,2.0,0.3,5,.
O=C(NC1(O)C(=O)c2ccccc2C1=O)c1ccc(C(F)(F)F)cc1,.,-18,2,10,-3.6,0.0,.,19
CC(=O)Oc1ccc2c(=O)c(Oc3ccccc3[N+](=O)[O-])coc2c1,-7,11,.,.,.,0.3,-11,.
COC(=O)c1c(C)noc1-c1ccc(Cl)cc1,-4,-19,-3,4,0.3,0.2,.,11
O=C(COC(=O)C12CC3CC(CC(C3)C1)C2)Nc1nccs1,-8,-9,-4,4,1.7,0.2,25,-6
CCOc1ccc(Nc2ccc(S(=O)(=O)N3CCN(C)CC3)cc2[N+](=O)[O-])cc1OCC,15,2,1,0,0.2,-0.5,.,0

# One compound at a time, as listed above. Order of values: ARNT TACC3 PPI, PAX8 inh HTS, DENV2 CPE rescue, ERp5 inh, F508del corr, Xi reactivation, INS-1E GSIS act, EWS-Fli inh
# `C/C=C/c1ccc([C@H]2[C@@H](CO)N(C(=O)CC)[C@@H]2CNCC2CCCCC2)cc1` in the list: ., ., 2, -2, 2.0, 0.3, 5, .
# `Clc1ccc(CNc2cnccn2)cc1` in the list: -4, -25, 1, 1, 1.8, 0.1, -2, 11
# `COc1ccc(/C=N/Nc2ccccc2C(=O)O)cc1Cn1cc([N+](=O)[O-])cn1` in the list: 3, 18, -12, -3, 1.9, -0.2, 6, -34
# `COc1cc(OC)c(NC(=O)N2CCOCC2)cc1Cl` in the list: -4, 1, 4, 1, 1.9, -0.1, -3, -6
# `O=C(Cn1ccc([N+](=O)[O-])n1)NCC1CCCO1` (stereo not drawn) in the list: -10, 3, 27*, 1, -4.5, 0.1, 0, 4

# The listing continues.
SMILES,ARNT TACC3 PPI,PAX8 inh HTS,DENV2 CPE rescue,ERp5 inh,F508del corr,Xi reactivation,INS-1E GSIS act,EWS-Fli inh
C=CCSc1nnc(-c2cc(Br)ccc2N)c(=O)[nH]1,22,10,1,0,1.9,-0.2,-5,-33
O=C(CN1CCOCC1)N1CCCCN2[C@H](C1)[C@H](c1ccc(C#Cc3ccccc3)cc1)[C@@H]2CO,4,41,-4,3,-3.9,-0.1,19,-9
C[C@H]1CN([C@@H](C)CO)S(=O)(=O)c2ccc(C#CC3CC3)cc2O[C@@H]1CN(C)C(=O)c1ccncc1,20,.,8,3,0.9,-0.3,3,2
COc1ccccc1N1CCN(c2ccc(N3C(=O)CCC3=O)cc2[N+](=O)[O-])CC1,-3,-15,-2,5,2.4,0.1,-9,6
COCCn1c(C)cc(C(=O)COC(=O)c2ccc(Cl)c(S(N)(=O)=O)c2)c1C,43,-172,1,-3,3.2,0.0,-2,-44
Cc1ccc(C(=O)CN(Cc2ccccc2)C2=NCCS2)cc1,-7,25,9,-2,.,0.1,-6,-1
Cn1c(SCc2cccc([N+](=O)[O-])c2)nc2c(c1=O)SCC2,6,36,-3,1,-2.0,0.2,4,15

# DENV2 CPE rescue: what is marked active above
mol	ARNT TACC3 PPI	DENV2 CPE rescue	ERp5 inh	F508del corr	INS-1E GSIS act
CCc1c(-c2cccc(Cl)c2)ncn1Cc1cccc(-c2ccccc2)c1	.	22*	4	3.1	-6
O=C(Cn1ccc([N+](=O)[O-])n1)NCC1CCCO1 (stereo not drawn)	-10	27*	1	-4.5	0

# Compound activity: PubChem, Broad Institute
